Compound activity (PubChem BioAssay)
Pf apPOL block: Pf-apPOL DNA polymerase inhibition | Recombinant Pf-apPOL, molecular beacon fluorescence, 1.5 h | AID 1794808 | 0.25% of 210,000 active | inhibition, % at 10 µM
mHTT CaM bind: inhibitors of human mutant huntingtin-calmodulin interaction; P42858; AlphaScreen His-mHTT/GST-CaM binding, luminescence; inhibition, % at 15 µM; 3.6% of 190,000 active; AID 1671202;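 also: 0% = both proteins with DMSO and 100% = one protein alone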
Target sequence (P42858 whole entry, looked up, stated change not applied): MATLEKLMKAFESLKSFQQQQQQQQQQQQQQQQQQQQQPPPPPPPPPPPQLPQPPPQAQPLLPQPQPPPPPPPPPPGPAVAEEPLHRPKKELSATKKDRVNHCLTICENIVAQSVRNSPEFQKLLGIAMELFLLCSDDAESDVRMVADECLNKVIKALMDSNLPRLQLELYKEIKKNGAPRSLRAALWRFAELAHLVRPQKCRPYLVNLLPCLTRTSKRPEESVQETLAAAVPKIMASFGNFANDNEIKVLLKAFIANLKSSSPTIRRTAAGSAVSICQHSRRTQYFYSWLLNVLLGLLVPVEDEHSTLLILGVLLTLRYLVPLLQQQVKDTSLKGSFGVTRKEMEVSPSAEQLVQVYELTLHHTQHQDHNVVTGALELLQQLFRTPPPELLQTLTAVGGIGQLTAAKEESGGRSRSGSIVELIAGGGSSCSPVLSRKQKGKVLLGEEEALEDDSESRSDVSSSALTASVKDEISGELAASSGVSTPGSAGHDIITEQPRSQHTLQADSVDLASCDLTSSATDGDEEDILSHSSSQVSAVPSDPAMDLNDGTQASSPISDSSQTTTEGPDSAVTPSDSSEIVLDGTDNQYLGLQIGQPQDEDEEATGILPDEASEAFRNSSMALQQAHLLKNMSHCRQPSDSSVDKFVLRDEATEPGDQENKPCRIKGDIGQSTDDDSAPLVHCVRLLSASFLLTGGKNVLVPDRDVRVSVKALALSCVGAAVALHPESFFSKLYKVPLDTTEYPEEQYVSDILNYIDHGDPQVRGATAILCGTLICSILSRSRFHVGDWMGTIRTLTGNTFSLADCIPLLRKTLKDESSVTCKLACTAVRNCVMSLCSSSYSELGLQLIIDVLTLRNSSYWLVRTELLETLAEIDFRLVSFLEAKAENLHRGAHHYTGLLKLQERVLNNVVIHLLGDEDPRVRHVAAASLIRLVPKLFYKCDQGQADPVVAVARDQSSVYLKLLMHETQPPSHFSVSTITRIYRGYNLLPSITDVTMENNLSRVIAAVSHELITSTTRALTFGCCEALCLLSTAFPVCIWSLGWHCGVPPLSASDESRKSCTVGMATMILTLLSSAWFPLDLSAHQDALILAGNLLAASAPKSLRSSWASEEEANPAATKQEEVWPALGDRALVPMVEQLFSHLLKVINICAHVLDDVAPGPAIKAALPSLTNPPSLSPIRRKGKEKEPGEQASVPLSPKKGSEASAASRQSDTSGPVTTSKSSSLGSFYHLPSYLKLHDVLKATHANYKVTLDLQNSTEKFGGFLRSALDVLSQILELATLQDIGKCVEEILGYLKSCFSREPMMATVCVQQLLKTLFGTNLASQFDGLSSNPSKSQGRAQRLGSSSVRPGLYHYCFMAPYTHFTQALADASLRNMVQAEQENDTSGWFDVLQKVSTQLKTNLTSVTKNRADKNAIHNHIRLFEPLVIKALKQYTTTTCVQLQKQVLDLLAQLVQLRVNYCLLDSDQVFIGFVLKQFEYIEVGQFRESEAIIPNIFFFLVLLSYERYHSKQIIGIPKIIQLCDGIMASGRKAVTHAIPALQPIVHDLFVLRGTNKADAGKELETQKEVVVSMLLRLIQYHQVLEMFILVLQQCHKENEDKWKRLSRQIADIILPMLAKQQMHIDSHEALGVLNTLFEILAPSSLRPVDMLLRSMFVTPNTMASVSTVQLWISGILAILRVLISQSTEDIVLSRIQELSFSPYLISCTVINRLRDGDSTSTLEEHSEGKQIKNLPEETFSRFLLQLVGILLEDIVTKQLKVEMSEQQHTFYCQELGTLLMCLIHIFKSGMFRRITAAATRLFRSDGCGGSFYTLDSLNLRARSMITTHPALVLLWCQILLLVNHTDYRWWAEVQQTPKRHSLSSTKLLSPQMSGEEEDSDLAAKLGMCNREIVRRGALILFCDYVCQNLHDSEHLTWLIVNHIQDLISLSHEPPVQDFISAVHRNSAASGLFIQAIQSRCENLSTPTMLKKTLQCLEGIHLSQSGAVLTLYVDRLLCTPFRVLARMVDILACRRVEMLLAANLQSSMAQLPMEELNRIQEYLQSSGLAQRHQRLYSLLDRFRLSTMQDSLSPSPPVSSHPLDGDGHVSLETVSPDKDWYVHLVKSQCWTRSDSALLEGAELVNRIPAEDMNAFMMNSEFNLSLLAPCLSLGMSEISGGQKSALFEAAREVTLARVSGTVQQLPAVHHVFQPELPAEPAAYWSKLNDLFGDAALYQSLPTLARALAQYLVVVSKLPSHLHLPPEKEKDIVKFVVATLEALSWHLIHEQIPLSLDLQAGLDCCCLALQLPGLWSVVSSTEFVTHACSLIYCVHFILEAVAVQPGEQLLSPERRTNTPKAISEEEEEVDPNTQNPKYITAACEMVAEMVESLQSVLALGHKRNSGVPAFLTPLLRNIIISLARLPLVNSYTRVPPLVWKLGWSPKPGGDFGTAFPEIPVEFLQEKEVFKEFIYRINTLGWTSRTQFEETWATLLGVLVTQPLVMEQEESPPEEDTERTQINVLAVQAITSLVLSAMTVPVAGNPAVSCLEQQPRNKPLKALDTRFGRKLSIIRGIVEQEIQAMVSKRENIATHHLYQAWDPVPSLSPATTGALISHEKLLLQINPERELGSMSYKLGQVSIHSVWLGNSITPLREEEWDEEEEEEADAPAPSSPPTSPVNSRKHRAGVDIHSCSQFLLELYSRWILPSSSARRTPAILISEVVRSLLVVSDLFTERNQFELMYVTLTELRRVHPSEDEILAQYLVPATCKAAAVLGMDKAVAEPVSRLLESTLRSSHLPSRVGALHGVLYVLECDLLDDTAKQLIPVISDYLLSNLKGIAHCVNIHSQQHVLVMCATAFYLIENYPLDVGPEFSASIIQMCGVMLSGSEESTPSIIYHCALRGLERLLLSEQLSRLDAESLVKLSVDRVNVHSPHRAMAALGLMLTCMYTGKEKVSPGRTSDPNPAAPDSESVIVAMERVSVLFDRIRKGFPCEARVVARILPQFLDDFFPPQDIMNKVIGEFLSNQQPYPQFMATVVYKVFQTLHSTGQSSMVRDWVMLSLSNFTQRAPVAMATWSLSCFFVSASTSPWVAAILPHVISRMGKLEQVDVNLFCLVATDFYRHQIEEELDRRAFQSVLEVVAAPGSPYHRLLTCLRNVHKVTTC
The depositor's hits bear a star; · = not tested or not shown; & = joins results of further samples. Rule as the data show it: active = inhibition above about 50%; inactive = the rest.

Screens in order: Pf apPOL block	mHTT CaM bind
#1 CN1C(=O)CC(N2CCN(c3ccccn3)CC2)C1=O (stereo unspecified)
  -5	-6
#2 CC1=C(C(=O)Nc2cc(C)ccn2)C(c2ccc(Cl)cc2Cl)C2=C(CC(C)(C)CC2=O)N1 (stereo unspecified)
  -27	15
#3 COc1ccc(NC(=O)Cc2csc(NC(=O)c3ccc(=O)[nH]c3)n2)cc1Cl
  10	33
#4 CCCCN1C(=O)C(C)(C(=O)Nc2cccc(Cl)c2)Oc2cccnc21 (stereo unspecified)
  2	11
#5 CC(Oc1ccccc1)C(=O)Nc1ccc(C(=O)O)cc1 (stereo unspecified)
  0	-7
#6 Cc1cccc(OCCCN2CCNCC2)c1C
  0	8
#7 Cc1ccc(S(=O)(=O)N2CCC3(CC2)NCCN=C3NC2CCCCCC2)c(C)c1
  -2	1
#8 COc1ccc(C2/C=C\CN(CC3CCCCC3)[C@@H](Cc3ccccc3)C(=O)N2Cc2ccc(F)cc2)cc1 (stereo partly specified)
  -4	5
#9 COc1cccc(NC(=O)CN2C(=O)C(c3ccc(Cl)cc3)=NC2(C)C)c1
  0	-3
#10 COCCn1c(=N)c(C#N)cc2c(=O)n3ccccc3nc21
  -4	0

(more compounds)
Screens in order: Pf apPOL block	mHTT CaM bind
#11 CN1C(=O)CCC2(CNC(=O)COc3ccccc3)CCCC12 (stereo unspecified)
  -5	0
#12 NCCc1nc(-c2ccc(Cl)cc2)cs1
  -2	-4
#13 Cc1ccc(-c2nc(C=Nc3ccc([N+](=O)[O-])cc3)c(O)o2)cc1
  -1	3
#14 CCC(C)n1c(=N)c(C(=O)NCc2ccco2)cc2c(=O)n3ccccc3nc21 (stereo unspecified)
  -2	4
#15 CC(=O)c1ccc(NC(=O)Cc2ccc3c(c2)OCO3)cc1
  -7	-6
#16 COc1ccc(C(=O)Nc2nc3ccc(S(C)(=O)=O)cc3s2)cc1OC
  -6	0
#17 CCC(C)n1c(SCC(=O)Nc2ccccc2C(F)(F)F)nc2ccsc2c1=O (stereo unspecified)
  -1	-17
#18 O=S(=O)(c1ccccc1Br)N1CCC(c2noc(-c3ccccc3)n2)CC1
  -3	-8
#19 Cc1ccc(NC(=O)CN2CCC3(CC2)N=C(c2ccccc2)C(=O)N3)cc1F
  -3	55*
#20 COc1ccc(/C=C2/N=C(c3ccccc3OC)OC2=O)cc1OC
  -3	-2

Next part
Screens in order: Pf apPOL block	mHTT CaM bind
#21 CC(=O)N(c1ccc2oc3c(c2c1)CCCC3)S(=O)(=O)c1ccc(Cl)cc1
  3	-2
#22 O=C(Nc1ccc(C(=O)O)cc1)/C(=C/c1ccco1)NC(=O)c1ccc(Br)o1
  -9	5
#23 COc1ccc(C2(C(=O)N3CCC(c4noc(-c5cccc(OC)c5)n4)CC3)CC2)cc1
  6	3
#24 COCCC1CCN(C(=O)CCc2ccccc2OC)CC1
  -13	-7
#25 CC[C@@H](CO)Nc1cccc2c1S(=O)(=O)N(Cc1cn(Cc3ccccc3C(F)(F)F)nn1)Cc1ccccc1O2
  -6	-7
#26 CN(C)c1ccc(CN2C(=O)CCC2(C)C(=O)N2CCCC2)cc1 (stereo unspecified)
  -1	10
#27 c1ccc(-c2cc(N3CCN(c4ccccc4)CC3)ncn2)cc1
  -13	-10
#28 O=C(COc1ccccc1[N+](=O)[O-])N1CCc2ccccc2C1
  -6	2
#29 COc1ccc(C(=O)Nc2ccncc2NC(=O)c2ccc(OC)c(OC)c2)cc1OC
  3	-5
#30 C#CC[N+](C)(C)Cc1ccccc1
  ·	-10

(list continues)
Screens in order: Pf apPOL block	mHTT CaM bind
#31 COC(=O)c1ccccc1NC(=O)N1CCOc2ccccc21
  -2	-3
#32 Cc1cccn2c(=O)c3cc(C(=O)NCc4ccco4)c(=N)n(CCc4ccccc4)c3nc12
  -8	50*
#33 CCN1CCn2c(nc3cc(C(=O)Nc4ccc(C)c(C)c4)ccc32)C1=O
  1	1
#34 COc1cc(C(c2cc3c(cc2O)OCO3)N2CCCC2)cc(OC)c1OC (stereo unspecified)
  ·	82*
#35 O=C1N=C(N2CCN(Cc3ccc(F)cc3)CC2)SC1=Cc1cccc(O)c1
  -17	1
#36 CC(=O)N1CCc2cc(N3CC(C(=O)NCc4cccc(F)c4)CC3=O)ccc21 (stereo unspecified)
  -5	1
#37 CCn1c(C2CCN(C(=O)Cc3ccccc3OC)C2)nc2cccnc21 (stereo unspecified)
  1	-4
#38 CCOc1ccc(NC(=O)c2ccc(Br)o2)c([N+](=O)[O-])c1
  -1	2
#39 O=C1OC(c2ccco2)=N/C1=C/c1cccc(Br)c1
  -3	-3
#40 C[C@H]1[C@@H](OC(=O)Nc2cccc(Cl)c2)CC[C@@]23CCCN2C(=O)CCC[C@@H]13
  -3	-16

Carrying on.
Screens in order: Pf apPOL block	mHTT CaM bind
#41 Clc1ccc(-c2nc(-c3cnccn3)no2)cc1
  -8	·
#42 CCOC(=O)c1oc2cc(OC(=O)c3cccc([N+](=O)[O-])c3)ccc2c(=O)c1-c1ccccc1OC
  5	-3
#43 O=c1[nH]c(NCCCO)nc2sc3c(c12)CCCC3
  1	0
#44 Cc1cc(OCC(=O)NCc2ccc3c(c2)OCO3)ccc1Br
  -5	-6
#45 Brc1ccc2oc(-c3ccn[nH]3)cc2c1
  -11&-11	·
#46 COc1cc(OC)cc(C(=O)Nc2ccc(F)cc2)c1
  7	-10
#47 COc1cccc(-n2ccn3cc(-c4cccc(Cl)c4)nc3c2=O)c1
  -13	0
#48 CCN1C(=C(C#N)C#N)Sc2ccc(OC)cc21
  ·	-6
#49 Cc1ccccc1NC(=O)C1(N(C(=O)Cn2nnnc2N)c2cccc(Cl)c2)CCCCC1
  -2	27
#50 O=C(COc1nsnc1N1CCOCC1)Nc1ccc(OC(F)(F)F)cc1
  4	4

Further results
Screens in order: Pf apPOL block	mHTT CaM bind
#51 CN(C)c1ccc(C2Nc3ccccc3NC3=C2C(=O)CC(c2ccc(Cl)cc2)C3)cc1 (stereo unspecified)
  2	63*
#52 Cc1cc(C)cc(C(=O)N2CCCC(COc3cccc(C(=O)NC4CC4)c3)C2)c1 (stereo unspecified)
  -2	10
#53 CCN(CC)C(=O)C1c2ccccc2CCN1C(C)=O (stereo unspecified)
  -2	7
#54 O=C(Nc1ccc(F)cc1)C(C1CCCC1)N1CCN(C(=O)C2CC2)CC1 (stereo unspecified)
  0	8
#55 COc1ccc(N2CCN(C(=O)C3CCCC3)C(C)C2=O)cc1 (stereo unspecified)
  -3	-5
#56 CC(C)(C)NC(=O)Cn1nnc(-c2ccc3c(c2)OCO3)n1
  1	3
#57 O=C(Nc1cccc([N+](=O)[O-])c1)C1CC1c1ccccc1 (stereo unspecified)
  2	12
#58 COc1ccc(-c2cn(-c3ccc(C)cc3)c(=O)[nH]2)cc1
  -1	13
#59 COc1ccccc1C1C(C#N)=C(N)Oc2cc(O)c(Cl)cc21 (stereo unspecified)
  -1	14
#60 CCCN1CCN(C(=O)Cn2cccc2-c2nc(-c3ccccc3)cs2)CC1
  1	-1

Following part:
Screens in order: Pf apPOL block	mHTT CaM bind
#61 Cc1nc(-c2ccccc2)oc1CC(=O)N1CCCCCC1
  -3	7
#62 O=C(Nc1ccccc1)c1ccc2c(c1SCCO)C(=O)c1ccccc1C2=O
  2	38
#63 COc1ccccc1-c1cc(C(=O)N2CCCC2c2cc(C)no2)no1 (stereo unspecified)
  0	0
#64 COc1ccccc1C1CCN(C(=O)CSCc2cccc3ccccc23)CC1
  -6	·
#65 O=C1CSC(c2ccccc2Cl)N1c1ccccc1 (stereo unspecified)
  0	-18
#66 CCN(CC)C(=O)C1CCCN(Cc2sccc2C)C1 (stereo unspecified)
  -12	-4
#67 COCCCNC(=O)c1ccc2c(c1)ncn2-c1ccc(C)cc1C
  36	-3
#68 Cc1cccc(N2C(=O)NC(=O)/C(=C\c3cccn3-c3ccccc3)C2=O)c1
  -13	47
#69 CCN(CC)c1nc(N)nc(-c2noc(C)n2)n1
  ·	-6
#70 CC1(C)CC(=O)C2=C(C1)Nc1ncnn1C2c1ccc(OC(F)F)cc1 (stereo unspecified)
  -5	-3

Going on with the list.
Screens in order: Pf apPOL block	mHTT CaM bind
#71 CC1=C(C(=O)Nc2ccccc2F)C(c2cccs2)C2=C(CCCC2=O)N1 (stereo unspecified)
  -2	-8
#72 Cc1sc(NC(=O)c2nc3ccccc3s2)c(C#N)c1C
  7	-1
#73 O=C(CC1SC(=Nc2ccccc2)N(CCc2ccccc2)C1=O)Nc1ccc([N+](=O)[O-])cc1 (stereo unspecified)
  0	2
#74 CCN(Cc1ccccc1)S(=O)(=O)c1ccc(C(=O)Nc2nnc(-c3cccs3)o2)cc1
  -2	9
#75 NC(=O)c1oc2ccccc2c1NC(=O)c1coc2ccccc2c1=O
  10	-10
#76 CC(C)NC(=O)C1CC(=O)N(c2ccc3c(c2)CCN3C(=O)C2CC2)C1 (stereo unspecified)
  -6	-3
#77 O=S(=O)(NCCSCc1ccco1)c1cccc2nonc12
  -5&12	·
#78 Cc1cc2n(n1)CCC(=O)N2CCCC(=O)NCCCN1CCCCC1
  -2	-7
#79 Cc1c(C(=O)O)c(=O)n(-c2ccccc2)n1-c1ccccc1
  -4&-5	26&7
#80 CCSc1nnc2c(n1)OC(c1ccc(N(C)C)cc1)N(C(C)=O)c1ccccc1-2 (stereo unspecified)
  -1	36

Continuation:
Screens in order: Pf apPOL block	mHTT CaM bind
#81 Cc1cc(C)c(S(N)(=O)=O)cc1S(N)(=O)=O
  -1	-2
#82 C=CCc1cccc(OC)c1OCCn1cnc2ccccc2c1=O
  -11	0
#83 O=C(c1n[nH]c2ccccc12)N1CCn2cnnc2C1
  4	0
#84 CCOc1ccc(NC(=O)c2cc3cc4cc(OC)ccc4nc3s2)cc1
  -1	0
#85 C=CCNC(=O)C12CC3CC(CC(C3)C1)C2
  -1	-4
#86 CCC(=O)Nc1cccc(NC(=O)COc2cccc(C)c2C)c1
  4	-1
#87 C=CCNC(=O)c1ccc(-n2nc(C)cc2C)nc1
  -1	-6
#88 CCOCCn1c(=O)n(C)c2ncncc21
  -1	-2
#89 COc1ccc(N(C(=O)CC(C)C)C2C=CS(=O)(=O)C2)cc1 (stereo unspecified)
  -11	3
#90 COc1ccc(OC(=O)C=Cc2sc3ccccc3c2C)cc1
  0	·

The listing continues:
Screens in order: Pf apPOL block	mHTT CaM bind
#91 Cc1sc2ccn(Cc3ccc(F)cc3)c(=O)c2c1C(=O)N1CCC(C)CC1
  -5	80*
#92 C=CCOc1ccc(/C=c2\sc3nc(-c4ccc(OCC)cc4)nn3c2=O)cc1
  2	11
#93 COc1cccc(C(=O)N2CC(=O)Nc3ccc(F)cc3C2c2ccc(F)cc2)c1OC (stereo unspecified)
  -5	21
#94 O=C1S/C(=C\c2ccc(F)cc2)C(=O)N1CNc1cccc([N+](=O)[O-])c1
  -2	25
#95 COc1ccc(C2CC(=O)C3=C(C2)Nc2ccccc2NC3c2cccc(Br)c2)cc1 (stereo unspecified)
  -3	18
#96 Cc1cccc(-n2nc3c(c2NC(=O)c2ccco2)CSC3)c1C
  -7	60*
#97 CC1=NN(c2cc(Cl)c(S(=O)(=O)O)cc2Cl)C(=O)C1
  3	0
#98 c1ccc(SCCN2CCOCC2)cc1
  -11	-2
#99 Cc1ccc(NC(=O)Cc2nc(-c3ccccc3)n[nH]2)cc1C
  -3	-3
#100 CC(C)N1C(=O)C(C)(C(=O)Nc2ccc(F)c(Cl)c2)Oc2cccnc21 (stereo unspecified)
  -5	100*

Continuation.
Screens in order: Pf apPOL block	mHTT CaM bind
#101 O=C(c1ccncc1)N1CCc2c(nc3cc(-c4ccccc4)[nH]n3c2=O)C1
  5	1
#102 CC(C)(Oc1ccc(Cl)cc1)C(=O)N1CCN(c2ccc(F)cc2)CC1
  -2	94*
#103 Cc1oc(C2CCN(C(=O)c3ccc(F)cc3Cl)CC2)nc1C(=O)N1CCCCC1
  3	5
#104 CCNC(=O)CCC(=O)N1CC2CCCN2c2ccccc21 (stereo unspecified)
  -3	11
#105 CCN(CC)CCCNC(=O)c1nnn(Cc2ccccc2)c1N
  -2	-5
#106 Cc1ccc(C)c(NC(=O)C2CC3CCC2C3)c1 (stereo unspecified)
  -22	-6
#107 CC1=CN2C(=NC(=O)CC2(C)C(=O)NC2CCCC(C)C2C)C=C1 (stereo unspecified)
  -5	-7
#108 Cc1cc(Sc2nnc(-c3ccccc3)n2C)c2ccccc2n1
  -9	4
#109 CCC(C)C(=O)N1CCN(c2ccc(NC(=O)c3ccc(C)cc3)cn2)CC1 (stereo unspecified)
  -5	9
#110 Cc1cc(NS(=O)(=O)c2ccc(NCN3C(=O)c4ccccc4C3=O)cc2)no1
  -2	·

(list continues)
Screens in order: Pf apPOL block	mHTT CaM bind
#111 Cc1ccccc1NC(=O)C1c2ccccc2C(=O)N(C)C1c1c[nH]c2ccccc12 (stereo unspecified)
  -5	22
#112 Cc1ccc(CC(=O)NC2CCN(c3nnc4ccc(C(F)(F)F)cn34)CC2)cc1
  0	-6
#113 CCOc1ccc(CN2C(=O)CCC2(C)C(=O)NC2CCCCCC2)cc1 (stereo unspecified)
  -9	1
#114 CC(C)NC(=O)c1cn2c(n1)CCCC2
  -3	4
#115 CCSc1nnc(NC(=O)CN(C)c2nc3c(OC)cccc3s2)s1
  -7	2
#116 O=c1ccnc(SCc2ccc(Cl)cc2Cl)[nH]1
  -7	-4
#117 O=C(NC1CCCCC1)C(c1cc2c(cc1[N+](=O)[O-])OCO2)N1CCOCC1 (stereo unspecified)
  -5	0
#118 Cc1ccc(C(=O)Nc2c3c(nn2-c2ccc(Cl)cc2)CS(=O)(=O)C3)cc1C
  0	14
#119 N#Cc1ccc(C(=O)N2CCCC(c3nnc(-c4ccccc4)o3)C2)cc1 (stereo unspecified)
  -2	3

Some of the compounds tested, so the mix of outcomes need not match the whole.
